# M. tuberculosis – growth inhibition of non-replicating M. tuberculosis (AID 488890). Mycobacterium tuberculosis non-replicating, growth inhibition; higher % means a stronger effect. inhibition, % at 25 µM, or IC50 in µM where a hit was titrated. actives 0.39% (n = 320,000); in the data active = a potency from the dose series; inconclusive = inhibition mostly from about 82% at the one dose, without a potency; inactive = the rest, 99 in 100 with inhibition below about 76%;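 note: plate controls were DMSO cells for no effect and high antibiotic wells for full effect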
# PhoP GFP inhibition – Inhibition of PhoP regulon, Salmonella typhi GFP reporter cells, confirmation, 4 h (AID 1850). Salmonella Typhi PhoP-promoter GFP reporter, fluorescence, 4 h; higher % means a stronger effect. actives 0.33% (n = 310,000). one-dose inhibition, % at 50 µM; IC50 in µM for titrated hits; in the data active = a potency from the dose series; inconclusive = inhibition mostly from about 25% at the one dose, without a potency; inactive = the rest, 99 in 100 with inhibition below about 19%;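 note: 0% = induced wells with vehicle and 100% = uninduced wells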
# VEEV TC-83 Vero – inhibitors of VEEV TC-83 cytopathic effect, confirmation, Vero cells (AID 588727) | Vero cells, VEEV TC-83 cytopathic effect inhibition; higher % means a stronger effect | inhibition, % at 20 µM, or IC50 in µM where a hit was titrated | actives 0.13% (n = 350,000); in the data active = a potency from the dose series; inconclusive = inhibition mostly from about 14% at the one dose, without a potency; inactive = the rest, 99 in 100 with inhibition below about 12%; note: strong numbers were not always called active
# M. tuberculosis HTS – M. tuberculosis growth inhibition, HTS (AID 449762) | M. tuberculosis H37Rv growth inhibition, 7H9 media; higher % means a stronger effect | inhibition, % at 25 µM, or IC50 in µM where a hit was titrated | actives 0.59% (n = 330,000); in the data active = a potency from the dose series; inconclusive = inhibition above about 70% without an active follow-up result;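 note: bacterial growth assessed after seven days of incubation; strong numbers were not always called active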
# H1N1 NS1A inhibition – H1N1 influenza NS1A inhibitors, functional cell based assay (AID 504329); actives 0.3% (n = 340,000); NS1A functional cell-based assay, percent inhibition; higher % means a stronger effect; inhibition, % at 12.5 µM; hits with a dose series show IC50 in µM; in the data active = a potency from the dose series; inconclusive = inhibition above about 27% without an active follow-up result; note: strong numbers were not always called active
# VEEV TC-83 Vero 10K pilot screen – also measured in VEEV TC-83 Vero; calls as there; inhibition, %; measured here: 10K pilot screen inhibition
# * marks the source's active call; other numbers are inactive results; i = inactive; u = inconclusive; x = not tested or not shown; & = joins results of further samples.
# The opening 3 records as a preview:
SMILES,M. tuberculosis,PhoP GFP inhibition,VEEV TC-83 Vero,M. tuberculosis HTS,H1N1 NS1A inhibition,others
Cc1nnc2n(Cc3ccccc3)c(=O)c3c4c(sc3n12)COC(C)(C)C4,12%,-2%,6.3%,-2%,-2%,
O=C(CSc1nnc2scc(-c3ccccc3)n12)Nc1ccc2c(c1)OCCO2,25%,-8%,3.7%,5%,-13%,
CC(C)(C)c1ccc(-c2cnco2)cc1,4%,5%,2.7%,-6%,4%,

# This part in full, from the first entry:
SMILES,M. tuberculosis,PhoP GFP inhibition,VEEV TC-83 Vero,M. tuberculosis HTS,H1N1 NS1A inhibition,others
Cc1nnc2n(Cc3ccccc3)c(=O)c3c4c(sc3n12)COC(C)(C)C4,12%,-2%,6.3%,-2%,-2%,
O=C(CSc1nnc2scc(-c3ccccc3)n12)Nc1ccc2c(c1)OCCO2,25%,-8%,3.7%,5%,-13%,
CC(C)(C)c1ccc(-c2cnco2)cc1,4%,5%,2.7%,-6%,4%,
O=C(/C=C/c1ccc2ccccc2n1)N1CCN(c2ccccc2)CC1,36%,-4%,2.0%,6%,14%,
O=C(CSc1ccccc1)Nc1cc(S(=O)(=O)N2CCOCC2)ccc1N1CCOCC1,-7%,2%,1.7%,11%,4%,
Cc1c(O)c2c(=O)n(-c3ccccc3)c(-c3ccccc3)cc2oc1=O,-4%,-6%,i,2%,1%,VEEV TC-83 Vero 10K pilot screen=0.5
COc1ccc(-c2coc3cc(OC4OC(CO)C(O)C(O)C4O)cc(O)c3c2=O)cc1 (stereo not given),-6%,x,5.8%,-4%,-3%,
CCOC(=O)/C(C#N)=C1/CCCCCN1C,1%,-6%,0.8%,-1%,-4%,
CCCC(=O)NC(Oc1ccc(OC)cc1)C(Cl)(Cl)Cl (stereo not given),37%,-1%,0.9%,57%,-2%,
C=CCN1C(=S)CC(c2ccccc2)=Nc2ccccc21,18%,-7%,1.6%,3%,-19%,
CCC(C)(C)NC(=O)CN(Cc1ccco1)C(=O)CCC(=O)Nc1nccs1,-4%,6%,1.0%,3%,7%,
ClC(Cl)(Cl)c1nc(N/N=C/c2ccncc2)c2ccccc2n1,14%,0%,6.8%,3%,-1%,
O=C(Nc1ccccc1Cl)c1ccccc1,-4%,19%,0.1%,-4%,-4%,
Cc1cc(C(=O)Nc2ccc3c(c2)OCO3)cs1,41%,-1%,5.2%,4%,-8%,
CSCCC(NC(=O)c1ccccc1)C(=O)NC1CCCC1 (stereo not given),-1%,-9%,i,-15%,2%,
O=C1CN(C(=O)c2cccc(F)c2)C(c2ccc(F)cc2)c2cc(F)ccc2N1 (stereo not given),15%,-1%,0.3%,2%,-15%,
Cn1c[n+](C)cc1C(O)c1ccccc1 (stereo not given),7%&9%,15%&3%,0.4%&0.2%,-4%&-1%,11%&-1%,
Cc1ccc(Cl)cc1NC(=O)N[C@@H](CC(C)C)C(=O)O,0%,9%,0.9%,6%,-16%,
Cc1ccc(OC(C)C(=O)Nc2ccc3c(c2)n(C)c(=O)n3C)cc1C (stereo not given),43%,13%,1.0%,0%,-1%,
O=C1CCCC2=C1CC(C(=O)OCc1ccccc1)C(=O)N2Cc1ccccc1 (stereo not given),x,x,0.7%,x,2%,
COc1ccc(N2CCN(C(CNC(=O)C(=O)NCC3CCCO3)c3ccco3)CC2)cc1 (stereo not given),21%,-9%,0.2%,4%,-7%,
COc1ccc2nc(Sc3c([N+](=O)[O-])nc(C)n3Cc3ccccc3)[nH]c2c1,45%,3%,x,47%,x,
COc1ccc(Nc2nc(C)cc(C)c2C#N)cc1OC,-8%,5%,1.0%,-6%,1%,
COc1ccc(C2C(C#N)=C(C)NC3=C2C(=O)c2ccccc23)cc1 (stereo not given),12%,-11%,0.1%,-3%,6%,
Cc1ccc2[nH]cc(C(=O)CN3CCN(c4ccccn4)CC3)c2c1,8%,-1%,1.3%,1%,3%,
O=C(Nc1ccccc1Cl)c1cccc(NC(=O)C2CCCC2)c1,70%,-7%,2.1%,0%,-5%,
COc1ccccc1S(=O)(=O)Cc1ccc(C(=O)N2CCN(c3cccc(Cl)c3)CC2)o1,20%,10%,i,2%,-10%,
CCCn1c2ccccc2c2nnc(SCC(=O)OC)nc21,58%,5%,3.0%,2%,1%,
O=c1[nH]c(CCC2CCCC2)nc2ccccc12,0%,0%,0.9%,2%,-5%,
CCOCCCn1c(=S)[nH]c2cc(C(=O)NCCc3ccc(OC)c(OC)c3)ccc2c1=O,-14%,3%,1.3%,-1%,1%,
O=C(/C=C/c1ccc(S(=O)(=O)N2CCOCC2)cc1)NCc1ccccc1F,7%,x,0.4%,-4%,2%,
CC(C)C[C@H](NC(=O)c1nc[nH]c1C(=O)N1CCNCC1)C(=O)OC(C)(C)C,-2%,3%,i,0%,2%,VEEV TC-83 Vero 10K pilot screen=0.0
O=C(NC(Cc1ccccc1)C(=O)N1CCC2(CC1)OCCO2)C1CCCCC1 (stereo not given),9%,2%,i,-1%,3%,
CC(=O)Nc1ccc(NC(=O)CCCSc2nc3ccccc3s2)cc1,54%,15%,i,0%,5%,
COc1ccc(C(=O)NCCCn2ccnc2)cc1[N+](=O)[O-],12%,-3%,i,31%,-4%,
Cc1cc(C)c(C)c(S(=O)(=O)N[C@@H](C)C(=O)OCC(N)=O)c1C,0%,12%,i,0%,-6%,
CC12CC(c3ccccc3O1)C(C(=O)N1CCOCC1)C(=O)N2 (stereo not given),-6%,9%,i,-3%,-13%,
CCOC(=O)c1[nH]c(=S)[nH]c1C,x,x,i,x,-5%,
COc1cccc(N2C(=NC(=O)CCc3ccccc3)SC3CS(=O)(=O)CC32)c1 (stereo not given),6%,3%,0.7%,-9%,2%,
O=C(c1ccc2c(c1)OCO2)N1CCN(S(=O)(=O)c2ccccc2)CC1,0%,3%,1.6%,-12%,-2%,
COCCNC(=O)CN(C(=O)CCC(=O)Nc1ccccn1)c1ccc(F)c(Cl)c1,-9%,29%,8.0%,-3%,-4%,
CC(=O)N1Cc2ccccc2CC1C(=O)OCC(=O)c1c(N)n(C)c(=O)n(C)c1=O (stereo not given),x,x,1.3%,x,8%,
COc1ccc(NC(=O)CS(=O)CC(=O)NCC2OCCc3ccccc32)cc1 (stereo not given),-10%,-2%,2.4%,-8%,4%,
Cc1nn(-c2ccccc2)c(C)c1/C=N/NC(=O)c1ccccc1NS(=O)(=O)c1cccs1,29%,-7%,0.6%,-1%,8%,
CCCCOc1ccc(NC(=O)C2CC=CCC2C(=O)O)cc1 (stereo not given),18%,-3%,0.3%,u,6%,
CC(C)c1ccc(NC(=O)N2CCC(c3nc4ccccc4o3)CC2)cc1,16%,2%,3.8%,-2%,25%,
O=C(O)c1cc2nccc(-c3ccc(F)cc3)n2n1,-7%,4%,1.5%,-5%,9%,
O=C1N/C(=C/c2ccc(Br)s2)C(=O)N1c1ccccc1,9%,-3%,0.5%,5%,-10%,
Cc1nc(Cl)c(C(=O)NC(=O)Nc2cccc(C(F)(F)F)c2)c(C)c1[N+](=O)[O-],-8%,9%,i,4%,3%,
O=C1N=c2ccc(Br)cc2=C1c1sc(=S)n(NS(=O)(=O)c2ccccc2)c1O,29%,9%,0.2%,10%,1%,

# New compounds follow:
SMILES,M. tuberculosis,PhoP GFP inhibition,VEEV TC-83 Vero,M. tuberculosis HTS,H1N1 NS1A inhibition,others
COc1ccc(Cc2nc(-c3ccccn3)no2)cc1OC,24%,-11%,0.7%,10%,-11%,
CCN(CC)CCNC(=O)Cn1c(-c2ccccn2)nc2ccccc21,11%,-3%,3.8%,-2%,10%,
O=C1COc2cc(ccc2[N+](=O)[O-])Oc2ccc(cc2Cl)C(=O)CCCCO1,u,-2%,7.5%,53%,-5%,
COCCNC(=O)Cn1cnc2c(cnn2-c2ccc(C)cc2)c1=O,-2%,7%,1.0%,-5%,9%,
CCOc1cc(NC(=S)Nc2ccccc2OC)c(OCC)cc1NC(=O)c1ccccc1C,37%,-4%,7.6%,0%,-3%,
O=C(CN1C(=O)NC2(CCCC2)C1=O)OCc1ccc(Cl)c(Cl)c1,2%,9%,6.4%,0%,3%,
Cc1ccccc1Nc1sc(C(=O)Nc2cccc(Cl)c2)c(N)c1C(N)=O,x,x,3.0%,x,0%,
C=CCn1cc(C(=O)NCc2cccnc2)c(=O)c2cc(S(=O)(=O)N(CC)CC)ccc21,19%,-5%,4.5%,-6%,0%,
COc1ccc(C(CNC(=O)COc2cccc(C)c2)N2CCCC2)cc1 (stereo not given),22%,x,1.5%,-9%,-13%,
Cc1noc(C)c1COc1cccc(C(=O)OC(C)C(=O)Nc2c(C)n(C)n(-c3ccccc3)c2=O)c1 (stereo not given),2%,2%,0.1%,4%,6%,
Cc1cc(Cl)ccc1C(=O)C1CCCN(C(=O)c2cnsn2)C1 (stereo not given),71%,9%,0.2%,8%,-8%,
O=C(CCc1ccncc1)N1CCCC(Nc2ccc(F)c(F)c2)C1 (stereo not given),-2%,5%,0.5%,-8%,-5%,
CC(C)OC(=O)CC(=O)CSc1nc2c(cc1C#N)CCCCC2,-7%,10%,5.3%,4%,-3%,
CCN1CCN(C(=O)Cc2c(C)n(C(=O)c3ccc(Cl)cc3)c3ccc(OC)cc23)CC1,25%,-8%,1.6%,2%,9%,
Cc1cccc(C(=O)NC(=O)Nc2c(C)cc(C)nc2C)c1,12%,6%,1.9%,-5%,-3%,
O=C(NCc1cccnc1)c1cccc(S(=O)(=O)N2CCOCC2)c1,4%,-4%,3.2%,4%,-21%,
CCc1ccc(C(=O)C(C)OC(=O)Cc2n[nH]c(=O)c3ccccc23)cc1 (stereo not given),8%,-3%,5.2%,7%,-4%,
COc1cc(NC(=O)CN(C)S(=O)(=O)c2cccs2)cc(OC)c1,-19%,6%,0.3%,0%,-7%,
COc1ccc(-c2cc(C(F)(F)F)nc(N3CCN(C)CC3)n2)cc1,70%,5%,0.9%,21%,-1%,
CCCCOc1ccc(C2C3CN(C(=O)OCC)CC=C3C(C#N)=C(N)C2(C#N)C#N)cc1OC (stereo not given),10%,2%,i,20%,11%,
COC(=O)C1=C(c2cc3ccccc3s2)C[C@@H]2CC[C@H]1N2C(=O)N1CCC(O)CC1,15%,5%,0.5%,11%,-1%,
C(/C=C/c1ccccn1)=C\c1ccccc1,9%,14%,i,-3%,-4%,
Cc1ccc(-c2csc(N)n2)s1,2%,2%,2.6%,62%,0%,VEEV TC-83 Vero 10K pilot screen=1.0
COc1ccccc1N1CCNC(C)C1=O (stereo not given),-8%,-4%,0.3%,-6%,-21%,
COC(=O)CC1=C(C(=O)OC)C2(C(=O)N(C)c3ccccc32)C(C#N)=C(N)O1 (stereo not given),-1%,7%,0.5%,-6%,15%,
O=C(NNS(=O)(=O)c1ccc(F)cc1)c1cnn(-c2ccccc2)c1C(F)(F)F,17%,-4%,1.1%,1%,-21%,
CCOC(=O)C(=O)NNc1ccc(C)cc1,53%,-6%,0.7%,u,-3%,
COc1ccc(NC(=O)c2oc3ccccc3c2NC(=O)c2ccco2)c(OC)c1,-1%,-6%,2.7%,-9%,-1%,
O=C1OC(/C=C/c2ccc(Cl)cc2Cl)=NC/1=C\c1cccs1,u,-1%,0.8%,52%,20%,
CS(=O)(=O)Nc1ccc(C2=NN(S(C)(=O)=O)C(c3ccc4c(c3)OCO4)C2)cc1 (stereo not given),0%,-3%,2.5%,-6%,3%,
O=c1c2ccccc2nnn1CSc1nnc(C2COc3ccccc3O2)n1-c1ccccc1 (stereo not given),28%,0%,6.2%,0%,8%,
CC1(C)SC(=S)N(/N=C/c2ccccc2)C1N(O)C(=O)Nc1ccc([N+](=O)[O-])cc1 (stereo not given),-4%,-7%,1.0%,-3%,2%,
O=C(NC1CCCCCC1)c1cccc(COCC(F)(F)F)c1,16%,-2%,i,-1%,3%,

# Reprinted at random: 3 entries already listed, in no set order.
SMILES,M. tuberculosis,PhoP GFP inhibition,VEEV TC-83 Vero,M. tuberculosis HTS,H1N1 NS1A inhibition,others
Cc1ccc(-c2csc(N)n2)s1,2%,2%,2.6%,62%,0%,VEEV TC-83 Vero 10K pilot screen=1.0
COC(=O)CC1=C(C(=O)OC)C2(C(=O)N(C)c3ccccc32)C(C#N)=C(N)O1 (stereo not given),-1%,7%,0.5%,-6%,15%,
O=C1OC(/C=C/c2ccc(Cl)cc2Cl)=NC/1=C\c1cccs1,u,-1%,0.8%,52%,20%,

# Assay outcomes deposited in PubChem by Southern Research Specialized Biocontainment Screening Center.
